Assay outcomes: PubChem BioAssay, NCI
sgs1 mgt1: NCI yeast anticancer drug screen, S. cerevisiae sgs1 mgt1 strain; growth inhibition, % at 50 µM; AID 161; 78,000 compounds, 10% hits;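 also: 0% = growth of vehicle-only cultures of the same strain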
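Compounds are added to genetically altered yeast, and growth is compared with cultures given vehicle alone to give percent inhibition.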
yeast bub3: NCI yeast anticancer drug screen, S. cerevisiae bub3 mutant strain; 78,000 compounds, 9.9% hits; growth inhibition, % at 50 µM;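 also: 0% = growth of vehicle-only cultures of the same strain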
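Readout: yeast growth inhibition, expressed relative to vehicle-only wells. The test organism is a mutant strain from a panel with lesions in DNA repair or checkpoint genes.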
yeast mlh1 rad18: NCI yeast anticancer drug screen, S. cerevisiae mlh1 rad18 strain; % growth inhibition at 50 µM; 79,000 compounds, 11% hits;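 also: 0% = growth of vehicle-only cultures of the same strain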
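In this whole-cell yeast screen, a strain with altered DNA damage repair is challenged with compound, and its growth is measured against matched vehicle-treated controls.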
rad50: NCI yeast anticancer drug screen, S. cerevisiae rad50 strain. growth inhibition, % at 50 µM. AID 155. 79,000 compounds, 10% hits;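 also: 0% = growth of vehicle-only cultures of the same strain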
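Vehicle-treated cultures provide the reference for the growth inhibition reported for compound-exposed, repair-deficient yeast.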
yeast cln2 rad14: NCI yeast anticancer drug screen, S. cerevisiae cln2 rad14 strain; 78,000 compounds, 8.3% hits; % growth inhibition at 50 µM;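 also: 0% = growth of vehicle-only cultures of the same strain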
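Growth inhibition, relative to vehicle-treated controls, is the read-out. The test organism is a yeast strain with defined genetic alterations, cln2 rad14.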
mec2-1: NCI yeast anticancer drug screen, S. cerevisiae mec2-1 strain | % growth inhibition at 50 µM | 79,000 compounds, 9% hits;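 also: 0% = growth of vehicle-only cultures of the same strain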
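mec2-1 yeast strain, carrying an alteration in DNA damage repair or cell cycle control, was exposed to compounds; growth inhibition was measured relative to vehicle-treated controls.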
* hit, by the source's call. Rule as the data show it: active = growth inhibition above about 70%; inactive = the rest.

The first five compounds (preview)
SMILES	sgs1 mgt1	yeast bub3	yeast mlh1 rad18	rad50	yeast cln2 rad14	mec2-1
O=C(/C=C/c1ccccc1Cl)c1ccc(F)cc1	54	79*	30	54	34	70*
CC1(C)Oc2ccc3c(=O)c4ccccc4oc3c2C1C(=O)O (centres undefined)	-11	-18	-29	13	-6	-4
Nc1nc(CCCCc2ccc(NC(=O)CBr)cc2)c(CCCCc2ccccc2)c(=O)[nH]1	35	-3	11	28	25	11
Cc1ccc(C(C)C)c(O)c1N/N=C/c1cc(Cl)ccc1O	42	58	37	73*	-4	0
OCC1OC(Oc2ccccc2)C(O)C(O)C1O (centres undefined)	22	33	24	8	-1	31

The whole of this part (from the top)
SMILES	sgs1 mgt1	yeast bub3	yeast mlh1 rad18	rad50	yeast cln2 rad14	mec2-1
O=C(/C=C/c1ccccc1Cl)c1ccc(F)cc1	54	79*	30	54	34	70*
CC1(C)Oc2ccc3c(=O)c4ccccc4oc3c2C1C(=O)O (centres undefined)	-11	-18	-29	13	-6	-4
Nc1nc(CCCCc2ccc(NC(=O)CBr)cc2)c(CCCCc2ccccc2)c(=O)[nH]1	35	-3	11	28	25	11
Cc1ccc(C(C)C)c(O)c1N/N=C/c1cc(Cl)ccc1O	42	58	37	73*	-4	0
OCC1OC(Oc2ccccc2)C(O)C(O)C1O (centres undefined)	22	33	24	8	-1	31
O=[N+]([O-])c1ccc(N=Nc2ccc(N(CCO)CCO)cc2)cc1	24	20	6	-6	1	-8
COc1ccc2c(cnc3c4cc(OC)c(OC)cc4ccc23)c1	4	25	4	15	-5	-1
COc1ccc(CC(N)C(=O)OCCCl)cc1 (centres undefined)	14	0	12	7	10	0
CCCCCCCCCCCCCCCCCCCCCCCCCCBr	10	10	12	1	-10	1
C1CC2CCC1CN(C1COC(N3CC4CCC(CC4)C3)CO1)C2 (centres undefined)	10	5	-1	-5	58	2
CCC[CH2][Sn]([Cl])([CH2]CCC)[S]/C(C#N)=N/N=C/c1ccc(N(C)C)cc1	99*	99*	99*	98*	98*	99*
COc1ccccc1NC(=O)CC(=O)n1nc(C)c(N=Nc2ccccc2Cl)c1C	-39	-15	-27	-31	9	-8
COCC(C)(CO)CC(C)CO (centres undefined)	0	-7	-1	-13	-42	-26
C[C@H]1C[C@H](C)c2ccccc2N(C)C1=Nc1ccccc1	-9	14	-38	-6	6	-6
COc1ccc(/C=[N+](\[O-])[C@H](COCc2ccccc2)c2ccccc2)cc1	0	7	4	18	-2	-18
CC(C)(O)c1cc(F)ccc1N	-1	30	8	-1	15	11
Cc1cccc(C)c1NC(=O)C(=O)Nn1c(NN)nc2ccccc2c1=O	-7	-17	-12	14	8	6
CC(=O)Nc1ccc(S(=O)(=O)N/N=c2/sc3ccccc3n2C)cc1N	-4	-9	3	-5	15	-3
N#CCCN(c1ccc(C=Nc2ccc(C(=O)O)cc2)cc1)S(=O)(=O)c1ccccc1	7	20	-11	0	6	-30
COc1ccccc1NC(=O)C(=O)C1C(=O)Nc2ccccc2S1=O (centres undefined)	-45	-41	-46	-14	2	-21
C=C1C(=O)OC2C1CCC(C)=C1C(=O)C=C(C)C12 (centres undefined)	-7	-14	-16	-24	13	-12
O=C1OCC/C1=C/c1ccc(N=Nc2c(O)ccc3ccccc23)cc1	11	12	7	2	6	-6
CCCCCCCCNc1ncnc2c1cnn2C	55	98*	50	49	99*	43
CCCCCC(=O)Nc1cc(S(=O)(=O)O)cc2cc(S(=O)(=O)O)cc(O)c12	-9	-10	-8	-24	11	-15
O=C(O)C1=C(C(=O)O)C2CCCC3C4CCCCC4N(N1)C23 (centres undefined)	-20	1	23	20	4	-14

4 consecutive compounds from above, quoted:
SMILES	sgs1 mgt1	yeast bub3	yeast mlh1 rad18	rad50	yeast cln2 rad14	mec2-1
COc1ccccc1NC(=O)CC(=O)n1nc(C)c(N=Nc2ccccc2Cl)c1C	-39	-15	-27	-31	9	-8
COCC(C)(CO)CC(C)CO (centres undefined)	0	-7	-1	-13	-42	-26
C[C@H]1C[C@H](C)c2ccccc2N(C)C1=Nc1ccccc1	-9	14	-38	-6	6	-6
COc1ccc(/C=[N+](\[O-])[C@H](COCc2ccccc2)c2ccccc2)cc1	0	7	4	18	-2	-18

Going on with the list:
SMILES	sgs1 mgt1	yeast bub3	yeast mlh1 rad18	rad50	yeast cln2 rad14	mec2-1
c1ccc(CNCCNCc2ccccn2)nc1	16	-1	17	25	-61	7
C/C(=C\c1ccc(N(C)C)cc1)C(=O)O	31	42	52	17	22	24
CN1CNc2nc(N)n(C)c(=O)c2C1	11	-6	8	11	12	-5
CC(=O)OC1CCC2(C)C(CCC3C2CCC2(C)C(C(C)=O)CCC32)C1 (centres undefined)	2	10	15	4	-12	-9
NSC(=S)NCc1ccco1	8	16	14	1	-52	-3
Clc1cccc(Cl)c1C1ON=C(c2ccccc2)N1C12CC3CC(CC(C3)C1)C2 (centres undefined)	-5	-8	11	-13	0	5
Cc1ccc2c(c1)nc(-c1ccccn1)n2CCc1ccncc1	77*	93*	54	62	90*	34
O=C(O)c1ccc([N+](=O)[O-])cc1N(c1ccccc1)c1ccccc1	40	29	54	28	22	30
COC1NC(=O)Oc2ccccc21 (centres undefined)	-9	-12	-19	-6	-3	30
Cc1[nH]c(=O)nc(N/N=C/c2ccc(Cl)cc2)c1C(=O)NC(C)(CO)CO	-44	17	-3	-31	-10	-15
O=C(CCC1CCCCC1)OC1CCCCC1	12	17	28	18	-3	1
CC(=O)NCc1cc([N+](=O)[O-])ccc1O	-1	-4	5	12	-6	3
Nc1ccc(N)c2cc(S(=O)(=O)O)ccc12	-5	-16	8	4	6	-5
O=C1NC(=O)N2CC(CBr)OC2C1c1ccccc1 (centres undefined)	12	2	19	15	9	9
O=C(c1ccccc1)C1COc2ccccc2C1O (centres undefined)	16	-21	21	8	-37	-2
C=CC(C)n1cnc2c1c(=O)n(C)c(=O)n2C (centres undefined)	-11	-5	3	-5	-35	-9
CC1COC(C)(Cc2ccccc2)O1 (centres undefined)	-9	-16	2	3	-37	0
CCC(SC)C(=O)c1ccccc1 (centres undefined)	0	-34	-13	-8	-12	-12
O=C(CCC(=O)Nc1cccc(Cl)c1)CC(=O)c1ccc(F)cc1	6	-1	-5	-11	-24	-2
Cc1cc(C)c(O)c(C2CC3CCC2(C)C3(C)C)c1 (centres undefined)	96*	96*	96*	96*	95*	95*
CCCCCCc1cccc[n+]1CC(=O)c1ccc(F)cc1	15	0	-13	-2	11	-2
c1ccc2cc(SSc3ccc4ccccc4c3)ccc2c1	-16	-17	-5	-30	0	-24
O=C(NCCNC(=O)c1ccncc1)c1ccccc1	2	10	7	-7	7	-3
CSC1(SC2=NCCN2)SC2(NCCN2)S1	-42	-2	-18	2	-24	-11
OC1(c2ccc(Cl)cc2)CCCCC1	10	-21	-15	-5	4	-13

More entries
SMILES	sgs1 mgt1	yeast bub3	yeast mlh1 rad18	rad50	yeast cln2 rad14	mec2-1
CC(NCc1ccccc1)[Si](C)(C)C (centres undefined)	24	30	8	37	-14	16
CC(=O)Oc1ccc(C(c2ccccc2)c2ccccc2)c2ccccc12	-2	-53	-19	-10	3	-13
Cc1cccc[n+]1CC(=O)c1ccccc1[N+](=O)[O-]	-3	-21	8	-5	-7	7
O=c1c(-c2ccc(O)cc2)coc2cc(OC3OC(CO)C(O)C(O)C3O)cc(O)c12 (centres undefined)	-41	-60	-83	-36	-11	-27
BrCCOc1ccc(Br)cc1	10	12	-8	10	-112	15
COC(=O)c1ccc2c(ccc[n+]2C)c1	-7	-3	2	-1	5	21
CNC(=O)C(CCC[N+]1(C)CCCC1)(c1ccccc1)c1ccccc1	13	-4	11	9	5	-2
CCCCCP(=O)(CCC(C)C)CC(C)C (centres undefined)	21	-11	-7	9	29	7
COn1c2ccccc2c2c1cc1ccccc1[n+]2[O-]	-9	-10	-13	-7	-52	-6
O=C(O)c1ccccc1C(=O)c1ccc(Br)cc1	11	-3	10	8	15	-21
CCOC(=O)C(=O)Cc1ccccc1[N+](=O)[O-]	8	-4	38	26	-4	0
CCN(CC)CCOC(=O)OCCN(CC)CC	-7	18	-39	-14	4	-12
COc1ccc(NC(=O)/C(=C/N2C(=O)/C(=C/c3ccc(OC)c(OC)c3)NC2=S)C(C)=O)cc1	52	65	77*	54	37	53
O=CC[C@@]12CC(=O)OC(C1)[C@@H](I)CC21OCCO1	30	13	17	11	22	13
Nc1c(NCc2ccccc2)ccc2ncccc12	93*	98*	98*	95*	96*	93*
CN(CCOc1ccccc1)Cc1ccccc1	51	40	34	33	31	7
O=S(=O)(O)CCCCBr	17	-3	14	4	-5	-31
N#Cc1c(-c2ccc(Cl)cc2)c2c(n(C3OC(CO)C(O)C(O)C3O)c1=S)CCC2 (centres undefined)	61	50	42	12	32	32
CC(=O)OCc1ccc(-c2nc(C#N)c(N)o2)o1	-35	-20	-17	-39	-10	-24
COC(=O)CNC(=O)C(C)NC(=O)C(CC(=O)OCc1ccccc1)NC(=O)OCc1ccccc1 (centres undefined)	31	13	26	19	15	14
Cc1cc(S(=O)(=O)Nc2n[nH]c(N)n2)c(S)cc1Cl	-7	1	13	11	-5	7
N#Cc1c(-c2ccccc2)c(C#N)c(=O)n(NS(=O)(=O)c2ccccc2)c1O	22	26	38	16	15	30
CCCCOC(=O)NC(C)=O	-15	-2	-16	-14	-12	-19
Cn1c(=O)c2c(nnc(-c3ccccc3)[n+]2[O-])n(C)c1=O	100*	100*	100*	99*	99*	100*
CC(C)SC(=S)Nc1cc(Cl)c(Cl)cc1Cl	100*	99*	99*	100*	99*	100*

3 entries from above, with bars between the fields:
Compound | sgs1 mgt1 | yeast bub3 | yeast mlh1 rad18 | rad50 | yeast cln2 rad14 | mec2-1
CC(NCc1ccccc1)[Si](C)(C)C (centres undefined) | 24 | 30 | 8 | 37 | -14 | 16
CC(=O)Oc1ccc(C(c2ccccc2)c2ccccc2)c2ccccc12 | -2 | -53 | -19 | -10 | 3 | -13
Cc1cccc[n+]1CC(=O)c1ccccc1[N+](=O)[O-] | -3 | -21 | 8 | -5 | -7 | 7

The list continues:
SMILES	sgs1 mgt1	yeast bub3	yeast mlh1 rad18	rad50	yeast cln2 rad14	mec2-1
CC(C)(NC(=O)C(C)(C)NC(=O)OCc1ccccc1)C(=O)O	4	0	-64	6	14	-4
O=[N+]([O-])c1ccc(-c2cnc3ccccc3c2)cc1	2	-2	5	10	-52	-8
CCCCCCCCCCCCCCCCOP(=O)(O)OCC(N)C(=O)O (centres undefined)	99*	99*	98*	98*	98*	98*
O=C(O)C1(Cc2ccc3c(c2)CCC3)Cc2ccccc2C1	88*	90*	87*	90*	89*	92*
O=C1OCC/C1=C\c1ccc(Br)cc1	3	8	-1	7	-30	-10
O=C(COc1ccccc1[N+](=O)[O-])CN1C(=O)c2ccccc2C1=O	13	48	7	17	-10	10
O=C1NC(N2CCCC(CO)C2)=N/C1=C\c1ccc(O)cc1 (centres undefined)	-15	-10	-32	13	33	2
CCOc1ccc(N=Nc2c(N)nc(N)[nH]c2=O)cc1	17	-1	24	26	20	24
CCC(C)(C(C#N)C(N)=O)C(C#N)C(N)=O (centres undefined)	-32	-19	-10	-16	-1	-30
CC(C)(C)C(C(N)=O)C(C)(C)C	-6	11	-20	4	14	3
CCOC(=O)CN1C(=O)S/C(=C/c2ccc([N+](=O)[O-])o2)C1=O	91*	86*	87*	77*	56	76*
C=C1C(=O)O[C@@H]2[C@H]1CC[C@H](C)[C@@H]1CCC(=O)[C@@]21C	3	13	14	10	14	0
Cc1nc(-c2ccc([N+](=O)[O-])cc2)cn2c1nc1ccccc12	-34	-4	-18	-27	-68	-33
COc1cc(C)c(N)cc1N	11	-1	16	-3	-14	-17
Cc1cc2nc(C/C(=N/O)c3ccncc3)c(C/C(=N/O)c3ccncc3)nc2cc1C	14	20	41	47	37	30
CCCCCCCCCCCC(=O)OCC(C)C	8	-2	16	1	-4	-13
O=Nc1ccc2ccccc2c1N=Nc1ccccc1C(=O)O	46	53	36	20	14	72*
ONc1ncnc2nc[nH]c12	4	-2	-11	-9	-2	5
O=C(O)COc1cc(Br)cc(Br)c1	-8	-4	-2	1	16	-14
N#C/C(=C\N1CC(=O)NC1=S)c1nc2ccccc2s1	-6	25	19	5	23	8
COc1cc(/C=C2/C(=O)N=C(NC(C)=O)N2C)ccc1OC(C)=O	-15	6	-37	-36	6	-3
CCCCOCC(=O)O	18	-22	14	53	1	-4
CCCCCCCCCCCCOc1ccc(Sc2ccc([N+](=O)[O-])cc2)cc1	35	5	26	30	-34	3
CC(=O)OC1Cn2ccc[n+]2C1 (centres undefined)	-18	-16	-19	-14	-4	-8
CN1CCCN(C)CCCN(C)CCCN(C)CCC1	8	-25	12	-20	-5	-2
Cc1c2c(C#N)nccc2c(C)c2c1c1ccccc1n2Cc1ccccc1	-8	-29	-46	34	21	14
CC1(C)OS(=O)(=O)C=C1Br	-4	-8	-17	17	-16	-10
NC(=O)N1CCc2ccccc2C1c1ccccc1 (centres undefined)	-8	9	-21	-3	-14	-13
